CHT allo act = allosteric activators of human choline transporter CHT; Q9GZV3; CHT-expressing cells, membrane potential dye, choline EC20; hits give high values; LV-AA mutant CHT in HEK293 cells; B-score at 10 µM; 310,000 compounds, 0.49% hits;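 active = initial fluorescence not abnormally high and integrated response B-score, plate-corrected, over 3 SD above library mean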
Target sequence (Q9GZV3 whole entry, looked up): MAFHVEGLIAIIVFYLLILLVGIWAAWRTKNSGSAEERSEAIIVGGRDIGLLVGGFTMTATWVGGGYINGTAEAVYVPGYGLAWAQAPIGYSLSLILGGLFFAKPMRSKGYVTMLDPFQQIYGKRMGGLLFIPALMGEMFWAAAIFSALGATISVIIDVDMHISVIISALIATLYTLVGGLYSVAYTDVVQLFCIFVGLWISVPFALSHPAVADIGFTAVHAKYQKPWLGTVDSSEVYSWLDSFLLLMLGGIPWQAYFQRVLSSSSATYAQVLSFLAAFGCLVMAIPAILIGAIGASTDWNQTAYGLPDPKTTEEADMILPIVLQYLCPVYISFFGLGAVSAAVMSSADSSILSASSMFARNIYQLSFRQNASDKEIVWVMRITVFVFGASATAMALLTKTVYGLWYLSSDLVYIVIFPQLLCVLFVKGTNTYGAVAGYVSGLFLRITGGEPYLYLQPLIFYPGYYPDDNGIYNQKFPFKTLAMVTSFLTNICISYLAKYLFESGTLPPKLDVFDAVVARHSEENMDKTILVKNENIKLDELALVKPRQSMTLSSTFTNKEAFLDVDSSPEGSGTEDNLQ
CHT block = inhibits the human high affinity choline transporter; 310,000 compounds, 0.86% hits; AID 488975; B-score at 10 µM; CHT-expressing cells, membrane potential dye, choline response; hits give low values;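 active = B-score over 3 SD under the library average, and starting fluorescence ratio not unusually high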;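 note: choline stimulus applied at its EC90 after an EC20 pre-addition; B-score computed on integrated fluorescence ratio after choline addition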
Starred values were filed as active, the others as inactive. Hits appear at their usual frequency; overall some 1.4% were active at least once.

The first 2 records (preview)
NS(=O)(=O)c1ccc(CCNC(=O)c2ccccc2OCc2ccc(F)cc2)cc1 was read as CHT allo act inactive and CHT block inactive.
For CCCCCc1ccc(OCCCC[n+]2cccc(C)c2)c(CCCCC)c1 the results were CHT allo act inactive and CHT block inactive.

This part in full, repeating the preview:
NS(=O)(=O)c1ccc(CCNC(=O)c2ccccc2OCc2ccc(F)cc2)cc1 was read as CHT allo act inactive and CHT block inactive.
For CCCCCc1ccc(OCCCC[n+]2cccc(C)c2)c(CCCCC)c1 the results were CHT allo act inactive and CHT block inactive.
For Cc1ccc(S(=O)(=O)N[C@H](C(=O)Oc2ccc3c(C(F)(F)F)cc(=O)oc3c2)c2ccccc2)cc1 the results were CHT allo act inactive and CHT block inactive.
Screening CCOC(=O)c1c(NC(=O)CC)sc(C(=O)NC2CCCC2)c1C returned CHT allo act inactive and CHT block inactive.
`COc1cc(NC(=S)NCc2ccco2)cc(OC)c1` gave CHT allo act inactive and CHT block inactive.
`FC(F)(F)c1cccc(Cn2nnnc2-c2ccc(Cl)cc2)c1` gave CHT allo act inactive and CHT block inactive.
Screening Cc1cccn2c(=O)c(C=C(C#N)C#N)c(N3CCN(c4cccc(Cl)c4)CC3)nc12 returned CHT allo act inactive and CHT block inactive.
`O=C1NCCN1c1ncc([N+](=O)[O-])s1` gave CHT allo act inactive and CHT block inactive.
For CCOC(=O)CSc1snnc1-c1ccccc1 the results were CHT allo act inactive and CHT block inactive.
Screening O=C(O)Cc1csc(-c2ccccc2)n1 returned CHT allo act inactive and CHT block inactive.
`Cc1c(NC(=O)CN2C(=O)C3C4C=CC(C4)C3C2=O)c(=O)n(-c2ccccc2)n1C` (stereo not given) gave CHT allo act inactive and CHT block inactive.
For CCC(C)Oc1nc(C)cc(C)c1S(=O)(=O)c1ccccc1C (stereo not given) the results were CHT allo act inactive and CHT block inactive.
Screening CC1(C)CC(=O)C(C=Nc2ccc3c(c2)OCO3)=C(O)C1 returned CHT allo act inactive and CHT block inactive.
Screening O=C(CN1CCN(C(=O)c2ccco2)CC1)Nc1ccc(Cl)c(S(=O)(=O)N2CCOCC2)c1 returned CHT allo act inactive and CHT block inactive.
`Cc1sc2nc(CC(=O)NN)[nH]c(=O)c2c1C` gave CHT allo act inactive and CHT block inactive.
Screening COc1ccc(/C=N/NC(=O)c2ccc3c(c2)OCO3)cc1 returned CHT allo act inactive and CHT block inactive.
Screening Cc1ccc(S(=O)(=O)NC(C)(C)CN2CCCCC2)cc1 returned CHT allo act inactive and CHT block inactive.
Screening O=C(O)c1cc(-c2c[nH]c3ccccc23)nc2cc3ccccc3cc12 returned CHT allo act inactive and CHT block inactive.
Screening COc1ccc(OC)c(NC(=O)CSc2nn3c(=O)c(C)nnc3s2)c1 returned CHT allo act inactive and CHT block inactive.
Cc1c(C#N)c(O)[nH]c(=O)c1N=Nc1ccc(S(N)(=O)=O)cc1 was read as CHT allo act inactive and CHT block inactive.
Screening Cc1cc2oc(=O)cc(CN3CCN(Cc4ccccc4)CC3)c2cc1Cl returned CHT allo act inactive and CHT block inactive.
`O=C(/C=C/c1ccccc1)Nc1ncn[nH]1` gave CHT allo act inactive and CHT block inactive.
Screening CC1CCCC(C)N1C(=O)COC(=O)CCc1nc2ccccc2c(=O)[nH]1 (stereo not given) returned CHT allo act inactive and CHT block inactive.
`COc1ccc(NC(=O)CCNS(=O)(=O)c2ccc3c(c2)c(=O)n(C)c(=O)n3C)cc1` gave CHT allo act inactive and CHT block inactive.
Screening CC1CCCN(C(=O)CN(C)S(=O)(=O)c2ccc3c(c2)c(=O)n(C)c(=O)n3C)C1 (stereo not given) returned CHT allo act inactive and CHT block inactive.
CCCC(=O)Nc1sc2c(c1C#N)CC(C)(C)NC2(C)C was read as CHT allo act inactive and CHT block inactive.
For COc1ccc(CCNS(=O)(=O)c2cccs2)cc1 the results were CHT allo act inactive and CHT block inactive.
CCCNC(=O)c1nn2cc(Br)cnc2c1Cl was read as CHT allo act inactive and CHT block inactive.
For CC(=O)N1CCOc2ccc(S(=O)(=O)NCCc3ccc(Cl)cc3)cc21 the results were CHT allo act inactive and CHT block inactive.
Screening Cc1nnc(NC(=O)C(C)Oc2ccc3c(C)cc(=O)oc3c2)s1 (stereo not given) returned CHT allo act inactive and CHT block inactive.
`CC(C)Oc1ccc(C(=O)NC2CCCCC2)cc1` gave CHT allo act inactive and CHT block inactive.
Screening COc1c2occc2c(OC)c2c(=O)cc(C)oc12 returned CHT allo act inactive and CHT block inactive.
Cc1ccc(-c2nnc(SCC(=O)N/N=C/c3ccc(C)s3)n2-c2ccccc2)cc1 was read as CHT allo act inactive and CHT block inactive.
Screening CCCCC(=O)Nc1cc(C(=O)NCCc2ccccc2)ccc1Cl returned CHT allo act inactive and CHT block inactive.
CCCN(C(=O)CSCc1c(C)noc1C)c1c(N)n(Cc2ccccc2)c(=O)[nH]c1=O was read as CHT allo act inactive and CHT block inactive.
For CCOC(=O)c1c(NC(=O)C(Sc2ccccc2)c2ccccc2)sc(C(=O)N(C)C)c1C (stereo not given) the results were CHT allo act inactive and CHT block inactive.
For CC(C)CCn1nnnc1C(c1ccccc1)N1CCC(C(N)=O)CC1 (stereo not given) the results were CHT allo act inactive and CHT block inactive.
`O=C(CCSCCc1ccccn1)Nc1ccccn1` gave CHT allo act inactive and CHT block inactive.
For CCN(c1cccc(C)c1)S(=O)(=O)c1ccc2c(c1)CCCN2C(C)=O the results were CHT allo act inactive and CHT block inactive.
Screening COc1cccc2oc3cc(C#Cc4ccccn4)ccc3c(=O)c12 returned CHT allo act inactive and CHT block inactive.
O=C(NC(=S)NCCc1ccccn1)c1ccco1 was read as CHT allo act inactive and CHT block inactive.
`Cc1cc(C=O)c(O)cc1O` gave CHT allo act inactive and CHT block inactive.
Screening c1ccc(COc2ccc(OCCCNC3CCCC3)cc2)cc1 returned CHT allo act inactive and CHT block inactive.
For Cc1ccc(CNC(=O)c2ccccc2N)cc1 the results were CHT allo act inactive and CHT block inactive.
NS(=O)(=O)c1ccc(CCNS(=O)(=O)c2ccc(Cl)cc2)cc1 was read as CHT allo act inactive and CHT block inactive.

4 records picked at random from those above:
Screening COc1cccc2oc3cc(C#Cc4ccccn4)ccc3c(=O)c12 returned CHT allo act inactive and CHT block inactive.
For Cc1ccc(CNC(=O)c2ccccc2N)cc1 the results were CHT allo act inactive and CHT block inactive.
CCCN(C(=O)CSCc1c(C)noc1C)c1c(N)n(Cc2ccccc2)c(=O)[nH]c1=O was read as CHT allo act inactive and CHT block inactive.
For CC(C)CCn1nnnc1C(c1ccccc1)N1CCC(C(N)=O)CC1 (stereo not given) the results were CHT allo act inactive and CHT block inactive.

Structures listed so far containing a furan ring, fused or not, in the order listed:
`COc1cc(NC(=S)NCc2ccco2)cc(OC)c1` gave CHT allo act inactive and CHT block inactive.
Screening O=C(CN1CCN(C(=O)c2ccco2)CC1)Nc1ccc(Cl)c(S(=O)(=O)N2CCOCC2)c1 returned CHT allo act inactive and CHT block inactive.
Screening COc1c2occc2c(OC)c2c(=O)cc(C)oc12 returned CHT allo act inactive and CHT block inactive.
O=C(NC(=S)NCCc1ccccn1)c1ccco1 was read as CHT allo act inactive and CHT block inactive.

The list goes on:
COC(=O)CCC(=O)OC1(C)C(=O)C2=CN(Cc3ccc(OC)cc3)C(c3ccc(OC)cc3)=CC2=C(Br)C1=O (stereo not given) was read as CHT allo act inactive and CHT block inactive.
`O=C1NC(=O)C(Cc2c[nH]c3ccccc23)N1` (stereo not given) gave CHT allo act inactive and CHT block inactive.
`O=C(CCCN1C(=O)/C(=C/c2cccc(Br)c2)SC1=S)NCCCN1CCOCC1` gave CHT allo act inactive and CHT block inactive.
For CCOC(=O)c1c(NC(=S)Nc2ccc(OCC)cc2)sc2c1CCN(C)C2 the results were CHT allo act inactive and CHT block inactive.
`CCOc1[nH]n(-c2ccccc2)c(=O)c1C=Nc1ccc(F)cc1F` gave CHT allo act inactive and CHT block inactive.
`Cn1nnc2cc(C(=O)Nc3ccc(Cl)cc3)ccc21` gave CHT allo act inactive and CHT block inactive.
COc1ccccc1NC(=O)N(CCN(C)C)Cc1cc2cc(C)ccc2[nH]c1=O was read as CHT allo act inactive and CHT block inactive.
Screening COCC(=O)NC1CCN(C(=O)NCc2ccccc2)CC1 returned CHT allo act inactive and CHT block inactive.
Screening Cc1cc(-c2ccc(/C=N/n3cnnc3)o2)c(C)c([N+](=O)[O-])c1 returned CHT allo act 10.6* and CHT block inactive.
For O=C1N/C(=N/S(=O)(=O)c2ccccc2)S/C1=C/c1cccnc1 the results were CHT allo act inactive and CHT block inactive.
For CC1=C2C(=O)OC(c3ccoc3)C2(C)CCC1 (stereo not given) the results were CHT allo act inactive and CHT block inactive.
`COc1ccc(N2C(=O)C(Cl)=C(Nc3c(C)n(C)n(-c4ccccc4)c3=O)C2=O)cc1` gave CHT allo act inactive and CHT block inactive.
O=C(NNC(=O)c1cccnc1)Nc1ccc([N+](=O)[O-])cc1 was read as CHT allo act inactive and CHT block inactive.
`CN(C(=O)c1cccnc1)c1nnc(-c2cnccn2)s1` gave CHT allo act inactive and CHT block inactive.
COc1ccc(S(=O)(=O)c2ccc(OC)cc2)cc1 was read as CHT allo act inactive and CHT block inactive.
For Cc1nonc1NC(=O)CSc1nc(C23CC4CC(CC(C4)C2)C3)nc2ccccc12 the results were CHT allo act inactive and CHT block inactive.
For CC(=O)Nc1nc(S(=O)(=O)c2ccc(C)cc2)c(Cl)s1 the results were CHT allo act inactive and CHT block inactive.
COc1ccc(CNC(=O)CSc2nnc(-c3cccnc3)n2N)cc1 was read as CHT allo act inactive and CHT block inactive.
For CC(C)(C)c1ccc(/C=C2\CCn3c2nc2cc(C(=O)O)ccc2c3=O)cc1 the results were CHT allo act inactive and CHT block inactive.
Screening O=C1CC(SC(=NCc2ccc3c(c2)OCO3)Nc2ccccc2)C(=O)N1 (stereo not given) returned CHT allo act inactive and CHT block inactive.
For O=[N+]([O-])c1ccc(S(=O)(=O)NCCN2CCOCC2)cc1 the results were CHT allo act inactive and CHT block inactive.
Cc1ccc(-c2nc(CS(=O)(=O)CC(=O)NCCN3CCOCC3)c(C)o2)cc1 was read as CHT allo act inactive and CHT block inactive.
For O=C(C(=O)N1CCN(c2ccccc2F)CC1)c1cn(CC(=O)N2CCOCC2)c2ccccc12 the results were CHT allo act inactive and CHT block inactive.
Screening Cc1cc(C)c2c(C)c(C(=O)NCc3ccncc3)oc2c1 returned CHT allo act inactive and CHT block inactive.
For O=C(CSc1nnc(Cc2ccccc2)n1-c1ccc(F)cc1)N1CCOCC1 the results were CHT allo act inactive and CHT block inactive.
Screening Nc1c(C(=O)NCCN2CCOCC2)c2nc3ccccc3nc2n1CCc1ccccc1F returned CHT allo act inactive and CHT block -7.84*.
`O=C(Nc1ccc2c(c1)C(=O)NC2=O)c1ccc2ncsc2c1` gave CHT allo act inactive and CHT block inactive.
`CC(=O)N1c2ccc(S(=O)(=O)NCCc3ccc(Cl)cc3)cc2CC1C` (stereo not given) gave CHT allo act inactive and CHT block inactive.
Screening Cc1[nH]n2c(=O)c3c(nc2c1-c1ccc(Cl)cc1)CCC3 returned CHT allo act inactive and CHT block inactive.
Cc1ccc(OCC(=O)N/N=C\c2ccc(O)c([N+](=O)[O-])c2)c([N+](=O)[O-])c1 was read as CHT allo act inactive and CHT block inactive.

The list goes on, overlapping the part above by 2 compounds.
Screening Cc1[nH]n2c(=O)c3c(nc2c1-c1ccc(Cl)cc1)CCC3 returned CHT allo act inactive and CHT block inactive.
Cc1ccc(OCC(=O)N/N=C\c2ccc(O)c([N+](=O)[O-])c2)c([N+](=O)[O-])c1 was read as CHT allo act inactive and CHT block inactive.
Screening COc1ccc(CNC(=O)C(C)N=C2NS(=O)(=O)c3ccccc32)cc1OC (stereo not given) returned CHT allo act inactive and CHT block inactive.
COc1ccc(-c2oc3cc(OC)c(O)c(OC)c3c(=O)c2OC)cc1O was read as CHT allo act inactive and CHT block inactive.
For CCc1ccc2[nH]c(=O)c(CN(CCN(CC)CC)C(=O)Nc3ccccc3OC)cc2c1 the results were CHT allo act inactive and CHT block inactive.
Cc1nnc(SCC(=O)NCCN2C(=O)CSC2=O)s1 was read as CHT allo act inactive and CHT block inactive.
For CCOC(=O)C1CC2CC(C1)CN(C(=O)C1CCCCC1)C2 (stereo not given) the results were CHT allo act inactive and CHT block inactive.
`CCC1CCCCN1S(=O)(=O)c1ccc(NC(=O)C2CCCO2)cc1` (stereo not given) gave CHT allo act inactive and CHT block inactive.
CCOc1ccc(NC(=O)C2CCCN(C)C2)cc1 (stereo not given) was read as CHT allo act inactive and CHT block inactive.
O=C(COC(=O)/C=C/c1cccc(Cl)c1)NCCc1ccc(Cl)cc1Cl was read as CHT allo act inactive and CHT block inactive.
`CS(=O)(=O)N1N=C(c2ccco2)CC1c1ccccc1` (stereo not given) gave CHT allo act inactive and CHT block inactive.
`CCOC(=O)Nc1ccccc1N1C(=O)c2ccccc2C1=O` gave CHT allo act inactive and CHT block inactive.
Screening COc1ccccc1CNC(=S)Nc1ccc(S(N)(=O)=O)cc1 returned CHT allo act inactive and CHT block inactive.

Compound activity deposited in PubChem by Johns Hopkins Ion Channel Center.
